Screens deposited in PubChem by several laboratories.
HTRA1 inh = HTRA1 serine protease inhibitors, primary screen, biochemical, fluorescence polarization, HTS; actives 0.5% (n = 340,000); recombinant HTRA1, FP-rhodamine activity-based probe; Q92743; inhibition, % at 5.96 µM; in the data active = inhibition above about 36%;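 also: 0% = enzyme with DMSO and 100% = wells lacking enzyme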
Target sequence (Q92743 whole entry, looked up): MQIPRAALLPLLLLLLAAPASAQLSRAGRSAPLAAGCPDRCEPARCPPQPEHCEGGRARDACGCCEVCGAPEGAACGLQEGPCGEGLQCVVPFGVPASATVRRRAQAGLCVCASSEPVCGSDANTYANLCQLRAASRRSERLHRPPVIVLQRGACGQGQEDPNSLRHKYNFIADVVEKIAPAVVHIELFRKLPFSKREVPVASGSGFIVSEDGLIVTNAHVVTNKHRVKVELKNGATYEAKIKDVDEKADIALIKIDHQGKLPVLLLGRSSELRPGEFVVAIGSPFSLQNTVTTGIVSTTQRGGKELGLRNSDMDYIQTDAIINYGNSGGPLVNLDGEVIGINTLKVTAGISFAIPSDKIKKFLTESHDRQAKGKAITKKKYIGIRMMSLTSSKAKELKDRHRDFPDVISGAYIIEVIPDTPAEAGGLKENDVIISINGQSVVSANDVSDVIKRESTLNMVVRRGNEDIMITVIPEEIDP
TCR-CD3 inh = inhibitors of human TCR-CD3 interaction, primary screen, biochemical, fluorescence, TAMRA-labeled TCR probe; T-cell receptor (TCR); inhibition, % at 9.4 µM; AID 651800, 2012; actives 0.37% (n = 360,000); in the data active = inhibition above about 19%;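 also: recombinant mutant TCR 2C K166C tagged with TAMRA read by polarization; 0% = receptor in buffer alone and 100% = receptor with positive control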
LEDGF integ inh = blockers of LEDGF/p75-dependent integrase strand transfer – biochemical, TR-FRET, high throughput, primary screen; HIV-1 integrase (with human LEDGF/p75); TR-FRET IN-LEDGF/p75 DNA integration, Eu/Cy5; inhibition, % at 3.7 µM; actives 0.64% (n = 370,000); AID 743269, 2014;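 active = inhibition above the screen-wide mean plus 3 SD, cut at about 13% in these data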;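 also: signal is the Cy5 over europium emission ratio at 671 and 618 nm; 0% = plate median of compound wells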
rCAG RNA binder = binders of r(CAG) RNA repeats, primary screen, biochemical, fluorescence | r(CAG) RNA repeat, TO-PRO-1 dye displacement fluorescence | inhibition, % at 3 µM | actives 1.3% (n = 370,000) | AID 651821, 2012;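 active = inhibition above the plate cutoff, the mean of all test compounds on that plate plus 3 SD, cut at about 35% in these data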;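 also: 0% = DMSO alone and 100% = 100 µM mitoxantrone as full dye displacement; higher means more dye released from RNA so lower well fluorescence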
PRMT1 inh = PRMT1 methyltransferase inhibitors, primary screen, biochemical, fluorescence polarization; Protein arginine N-methyltransferase 1 (Homo sapiens), Q99873; recombinant PRMT1, activity-based probe fluorescence polarization; inhibition, % at 2.79 µM; actives 1.3% (n = 370,000); AID 652257, 2013;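 active = inhibition above about 21% made by adding two undisclosed values, limit read from the data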
Target sequence (Q99873 whole entry, looked up): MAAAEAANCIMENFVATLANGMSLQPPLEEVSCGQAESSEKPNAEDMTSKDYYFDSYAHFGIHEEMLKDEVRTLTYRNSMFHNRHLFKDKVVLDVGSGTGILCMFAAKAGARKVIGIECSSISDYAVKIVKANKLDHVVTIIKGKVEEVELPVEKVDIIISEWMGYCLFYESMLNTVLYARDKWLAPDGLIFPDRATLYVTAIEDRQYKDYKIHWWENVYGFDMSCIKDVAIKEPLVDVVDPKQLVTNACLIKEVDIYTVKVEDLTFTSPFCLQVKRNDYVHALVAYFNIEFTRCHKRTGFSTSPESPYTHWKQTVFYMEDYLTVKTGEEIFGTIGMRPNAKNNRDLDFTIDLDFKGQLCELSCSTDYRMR
Rev-erbA mod = modulators of Rev-erb alpha DNA binding, primary screen, biochemical, FITC-DNA, fluorescence polarization, uHTS; AID 1259318, 2017; activity, % at 10 µM; Nuclear receptor subfamily 1 group D member 1 (Homo sapiens), P20393; actives 0.79% (n = 370,000); Rev-erbα–FITC-DNA binding, 90 min;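 active = activity above about 14%, limit read from the data; passing the limit was not always enough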;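 also: 0% = DMSO wells with 35 nM protein and 100% = DMSO wells with 750 nM protein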
MBD2 inh = inhibitors of MBD2 binding to methylated DNA, primary screen, biochemical, TR-FRET, DNA-binding domain, human; Methyl-CpG-binding domain protein 2 (Homo sapiens), Q9UBB5; MBD2 binding to methylated oligonucleotide; inhibition, % at 4.4 µM; actives 0.31% (n = 370,000); AID 686964, 2013; in the data active = inhibition above about 13%
PG9 binder = binders of HIV-1 gp120 antibody PG9, primary screen, biochemical, TR-FRET. HIV-1 gp120 / PG9 antibody interaction. TR-FRET gp120-PG9 antibody binding. inhibition, % at 6.7 µM. actives 0.43% (n = 360,000). AID 624416, 2012; in the data active = inhibition above about 8.5%
ABHD4 inh = ABHD4 inhibitors, primary screen, biochemical, fluorescence polarization, mouse; purified mABHD4, FP-Rh probe fluorescence polarization; actives 0.54% (n = 370,000); (Lyso)-N-acylphosphatidylethanolamine lipase (Mus musculus), Q8VD66; inhibition, % at 8.92 µM;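 active = inhibition exceeding the mean over every tested compound plus 3 SD, cut at about 30% in these data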;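 also: 0% = plate median of compound wells and 100% = S159A mutant with DMSO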
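Assay system: wild-type mouse ABHD4 protein; compound: single nominal dose of 8.92 µM, 0.89% DMSO final; schedule: 45 min + 60 min at 25 °C; measured by: FP readout, ex 525 nm / em 598 nm; evaluation: % inhibition of FP-Rh probe binding versus controls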
UHRF1 binding = UHRF1 methylated DNA binding inhibitors, primary screen, counter-screen for MBD2 inhibitor project, biochemical, TR-FRET, human UHRF1, single concentration; E3 ubiquitin-protein ligase UHRF1 (Homo sapiens), Q96T88; UHRF1 binding to methylated oligo; inhibition, % at 4.4 µM; actives 0.75% (n = 370,000); in the data active = inhibition above about 21%;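 also: UHRF1 SRA domain binding a hemimethylated CpG hairpin DNA probe; 0% = median of test compound wells and 100% = reference inhibitor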
The depositor's hits bear a star; x = no result given. Some of the compounds tested; the hit share may differ from the screen's.

SMILES	HTRA1 inh	TCR-CD3 inh	LEDGF integ inh	rCAG RNA binder	PRMT1 inh	Rev-erbA mod	MBD2 inh	PG9 binder	ABHD4 inh	UHRF1 binding
O=C(CN1CCN(S(=O)(=O)c2ccccc2)CC1)Nc1ccccc1C(=O)c1ccccc1	-44	3	0	-4	0	1	1	-1.4	-4	-2
CN(c1ccccc1C(=O)NC1CC2CCC1C2)S(=O)(=O)c1ccccc1 (configuration not stated)	-2	3	-3	3	-2	-1	4	-0.2	0	3
COc1cc(/C=N/Nc2nc(Nc3ccccc3)nc(-n3nc(C)cc3C)n2)cc(OC)c1OC	-14	0	5	10	-2	0	2	-3.1	-8	-7
CC(NC(=O)c1cccc(N(C)C)c1)c1ccc(-n2ccnc2)cc1 (configuration not stated)	-9	1	1	1	0	-4	-7	-1.9	3	0
Cc1ccc(/C([O-])=C(/C(=S)Nc2ccc(SC(F)F)cc2)[n+]2ccccc2)cc1[N+](=O)[O-]	6	4	-1	16	16	-3	1	-0.3	3	-2
O=C(CNC(=O)c1ccco1)OCc1c(F)cccc1Cl	0	0	-1	-1	-1	5	-3	-1.4	2	-1
COc1cccc(C(=O)Nc2ccc(S(=O)(=O)N3CCCCC3)cc2)c1OC	-20	-2	1	1	-1	-2	-2	0.3	-5	-4
c1cn(CC2(Cn3ccnc3)COC2)cn1	6	-4	0	-4	-1	-1	0	1.5	0	-1
CCCCn1nnnc1C(c1ccccc1)N1CCN(c2ccccc2OC)CC1 (configuration not stated)	x	-9	-3	1	4	7	4	-0.3	8	3
Nc1nonc1-n1nnc(C(=O)N/N=C/c2ccc3c(c2)OCO3)c1-c1ccccc1	-13	-6	-1	4	11	1	2	0.0	2	0
Cc1cccc(C(=O)NCC(=O)N2CC(=O)Nc3ccccc32)c1	4	10	0	-1	-1	0	0	-2.0	-4	-1
CN(Cc1ccccc1C(F)(F)F)C(=O)C1CCC(=O)N(CC2CCCCC2)C1 (configuration not stated)	4	-1	-1	-3	0	-5	0	-0.5	-6	-1
CCOc1[nH]n(-c2ccccc2)c(=O)c1C=NCC(=O)OC	2	1	0	-1	-2	-3	2	2.3	-2	-4
O=c1ccc(-c2nc3ccccc3n2Cc2ccc(Cl)cc2)c[nH]1	-6	2	0	-2	-2	3	-1	-1.8	-1	-6
C=CCNC(=O)c1onc(CSc2ccc(Cl)cc2)c1C(=O)O	-4	3	1	16	1	2	-4	1.6	-5	0
NCCc1nnc(SCC(=O)Nc2ccc(Br)cc2)o1	-1	2	-4	3	9	0	0	0.7	1	3
COc1ccc(OC)c2[nH]c(=O)c(CCNS(=O)(=O)c3ccc(F)cc3)cc12	8	6	2	2	-3	0	-1	0.1	2	-5
COc1ccc(NC(=O)c2cc3c(Cl)nc4ccccc4c3s2)cc1OC	-4	-6	5	16	-3	10	-4	0.0	14	-3
C(=C\c1nc(-c2ccccc2)no1)/c1ccccc1	-4	-2	1	2	2	3	-3	0.7	1	2
CSCCC(NC(=O)c1ccco1)C(=O)N1CCN(c2ccccc2O)CC1 (configuration not stated)	6	1	0	-3	3	0	-5	-1.2	0	-2
O=C(Nc1cccc(-c2cccc(F)c2)c1)C1CCN(Cc2ccco2)CC1	0	-5	-3	-7	3	-1	3	-1.2	1	0
Nc1nc(N)c2c(ccc3c2ccn3Cc2cccc([N+](=O)[O-])c2)n1	x	3	0	14	-3	0	-4	-0.9	20	-4
CCOC(=O)c1c(NC(=O)C(=O)N/N=C/c2ccc(O)c(OC)c2)sc2c1CCCCC2	-29	-1	-1	19	-1	0	-5	0.8	3	-2
COc1ccc(N2CC(O)=C(c3n(C)c4ccccc4[n+]3C)C2=N)cc1	-3	9	0	3	-1	1	-4	-2.5	3	-3
C[N+]1(CCN2C(=O)C3CC=C(Cl)CC3C2=O)CCOCC1 (configuration not stated)	6	-4	3	-4	-2	1	1	-1.6	0	1
Cc1ccc(C(=O)NNC(=O)CSc2nnc3ccccn23)cc1	-3	-8	5	1	3	0	5	5.2	-6	5
COc1ccc(Cc2ccccc2C(=O)O)cc1	1	-4	3	2	-1	6	2	-0.5	1	3
O=C1CC(=O)Nc2cc(S(=O)(=O)Nc3ccc(Cl)c(C(F)(F)F)c3)ccc2N1	1	6	2	13	1	4	-1	-1.6	-2	-1
O=C(c1cc2ccccc2c(=O)o1)N1CCCCCC1	-1	-5	-4	0	2	7	4	-2.0	1	3
Cc1cc(C)c(NC(=S)N(CCc2ccncc2)C(C)C)c(C)c1	12	4	1	-5	1	-4	1	-1.7	-5	3
Cc1nn(Cc2ccccc2)c(C)c1C(=O)N1CCN(CC(=O)Nc2ccccc2Cl)CC1	0	-1	3	-4	-8	2	-6	-2.1	-1	-3
CC(O)C(C(=O)OCc1ccc([N+](=O)[O-])cc1)N1C(=O)c2ccccc2C1=O (configuration not stated)	-1	-3	-6	-5	0	1	-1	2.1	1	2
Cc1ccccc1Cn1c(CN2CCc3ccccc3C2)nc2c1c(=O)n(C)c(=O)n2C	-5	-7	3	4	1	2	1	-0.8	1	-5
COc1ccc(NC(=O)CC(C)C)c(OC)c1	-7	5	0	-3	6	1	-2	-2.4	2	-2
CCOC(=O)C1=C(C)Nc2nc(C)nn2C1c1ccc(OCC)c(OC)c1 (configuration not stated)	3	4	0	1	3	1	6	-0.2	2	4
CC(C)(C)NC(=O)C1CCN(S(=O)(=O)c2ccc(Br)cc2)CC1	2	1	0	-6	0	0	1	-1.3	-2	-1
COCCOC(=O)C1=C(C)N=C2SCCC(=O)N2C1c1cccc(Br)c1 (configuration not stated)	2	-1	0	2	0	-5	-3	-0.2	4	1
CCCCOc1ccccc1C1C(C(=O)OC)=C(C)N(C)C(C)=C1C(=O)OC	-12	7	1	-4	-4	-6	-2	1.8	6	2
CCc1ccccc1NC(=O)CN1CCN(C(=O)C2CCN(C(=O)/C=C/c3ccccc3)CC2)CC1	3	-5	-2	-2	-1	1	-4	-2.5	0	7
CCCCCOP(=O)(OCCCCC)C1(NS(=O)(=O)c2ccccc2)C=CC(=O)c2ccccc21 (configuration not stated)	-29	-1	7	8	10	-1	1	-1.1	8	-4
COc1ccc(-n2nc3c(N4CCC(C(=O)N5CCCCCC5)CC4)nnc(C)c3c2C)cc1	0	-1	1	-28	-3	3	-3	-2.9	-4	0
O=C(O)Cn1ncc2c1-c1ccoc1CC2	5	2	4	3	4	3	-1	-1.6	2	-1
CCc1cccc(NC(=O)CN(C)S(=O)(=O)c2cccs2)c1	-4	-1	4	8	-3	0	-1	-0.8	-5	1
O=C(NCc1ccccc1Cl)/C(=C\c1cccnc1)NC(=O)c1ccccc1	2	10	-1	0	2	-3	5	0.6	6	0
O=C(Nc1ccncc1)c1cccc(F)c1	0	5	5	-2	2	-1	3	1.4	6	1
Cc1cc(C)n(-c2nnc(C)n2/N=C/c2ccc(O)cc2)n1	6	0	-2	3	4	6	2	0.6	1	1
COc1ccc(S(=O)(=O)N2CCCCCC2)cc1C(=O)Nc1ccc(C(=O)N(C)C)cc1	-5	6	0	-2	-2	-1	-2	-1.1	-1	0
Cc1ccc(C(=O)N2CCC(C(N)=O)CC2)cc1C	0	-4	-4	-2	-3	-3	-5	-0.1	0	-3
COc1ccc(CN2CCC(C(=O)c3cccc(Cl)c3)CC2)cc1	1	4	-2	-2	1	-10	-1	-2.9	2	0
CCOC(=O)N1CCC(N(CCOC)C(=O)Nc2ccc(Cl)cc2)CC1	-7	6	0	-4	0	3	0	-1.7	-6	0
COc1ccc(NC(=O)CN2CCC(C(N)=O)(N3CCCCC3)CC2)c(OC)c1	1	-6	-6	-7	0	-1	3	-0.9	2	1
COC(=O)CCCC1=CC2=C(c3ccccc3)C(=O)C(C)(OC(=O)C3CCCC3)C(=O)C2=CN1Cc1ccco1 (configuration not stated)	3	8	3	7	14	0	-2	1.0	15	-2
O[C@@H]1C[C@H](c2ccc(Cl)cc2)N(CC2CCCCC2)C[C@H]1n1cc(C2CC2)nn1	-12	6	2	3	-4	-6	2	0.0	-3	-2
O=c1c2oc3ccccc3c2ncn1Cc1ccc(F)cc1	-2	9	3	-2	3	-1	-1	-0.2	0	0
COc1ccccc1CNc1nc(NCc2cnc(C)cn2)c2sccc2n1	x	-2	-2	-1	-1	-2	7	-2.0	5	0

Molecules above that contain fluorine (eight):
SMILES	HTRA1 inh	TCR-CD3 inh	LEDGF integ inh	rCAG RNA binder	PRMT1 inh	Rev-erbA mod	MBD2 inh	PG9 binder	ABHD4 inh	UHRF1 binding
Cc1ccc(/C([O-])=C(/C(=S)Nc2ccc(SC(F)F)cc2)[n+]2ccccc2)cc1[N+](=O)[O-]	6	4	-1	16	16	-3	1	-0.3	3	-2
O=C(CNC(=O)c1ccco1)OCc1c(F)cccc1Cl	0	0	-1	-1	-1	5	-3	-1.4	2	-1
CN(Cc1ccccc1C(F)(F)F)C(=O)C1CCC(=O)N(CC2CCCCC2)C1 (configuration not stated)	4	-1	-1	-3	0	-5	0	-0.5	-6	-1
COc1ccc(OC)c2[nH]c(=O)c(CCNS(=O)(=O)c3ccc(F)cc3)cc12	8	6	2	2	-3	0	-1	0.1	2	-5
O=C(Nc1cccc(-c2cccc(F)c2)c1)C1CCN(Cc2ccco2)CC1	0	-5	-3	-7	3	-1	3	-1.2	1	0
O=C1CC(=O)Nc2cc(S(=O)(=O)Nc3ccc(Cl)c(C(F)(F)F)c3)ccc2N1	1	6	2	13	1	4	-1	-1.6	-2	-1
O=C(Nc1ccncc1)c1cccc(F)c1	0	5	5	-2	2	-1	3	1.4	6	1
O=c1c2oc3ccccc3c2ncn1Cc1ccc(F)cc1	-2	9	3	-2	3	-1	-1	-0.2	0	0
